Compound activity (PubChem)
SENP7 block: blocks the human protease SENP7. recombinant SENP7, Z-RLRGG-aminoluciferin luminescence, 40 min. AID 434973. 330,000 tested, 1.5% active. inhibition, % at 5 µM;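 active means inhibition above about 50% at the single test dose, limit read from the data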;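 further: plate controls were DMSO with enzyme for no effect and no enzyme buffer wells for full effect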
SENP8 inh: inhibitors of human SENP8 protease | Q96LD8 | recombinant SENP8, Nedd8 substrate fluorescence | inhibition, % at 20 µM | 360,000 tested, 0.64% active; in the data active means inhibition mostly above about 40%, no sharp cut-off; inactive means mostly below about 27%
PfG6PD inh: PfG6PD (Plasmodium falciparum) enzyme inhibition | PfGluPho enzyme, NADPH resazurin-diaphorase fluorescence | inhibition, % at 20 µM | 350,000 tested, 0.78% active;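 active means inhibition reaching at least a set limit at 20 µM in the primary screen, cut at about 59% in these data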;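 further: 0% = DMSO wells with substrate and 100% = DMSO wells lacking glucose-6-phosphate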
HKDC1 inh: blocks human hexokinase HKDC1 activity; recombinant HKDC1, G6PDH/diaphorase resazurin coupled fluorescence; 340,000 tested, 0.16% active; AID 493160; inhibition, % at 20 µM;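 active means inhibition above about 35% when tested at 20 µM, limit read from the data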;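 further: plate controls were DMSO wells with enzyme for no effect and DMSO wells lacking enzyme for full effect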
Target sequence (Q2TB90 whole entry, looked up): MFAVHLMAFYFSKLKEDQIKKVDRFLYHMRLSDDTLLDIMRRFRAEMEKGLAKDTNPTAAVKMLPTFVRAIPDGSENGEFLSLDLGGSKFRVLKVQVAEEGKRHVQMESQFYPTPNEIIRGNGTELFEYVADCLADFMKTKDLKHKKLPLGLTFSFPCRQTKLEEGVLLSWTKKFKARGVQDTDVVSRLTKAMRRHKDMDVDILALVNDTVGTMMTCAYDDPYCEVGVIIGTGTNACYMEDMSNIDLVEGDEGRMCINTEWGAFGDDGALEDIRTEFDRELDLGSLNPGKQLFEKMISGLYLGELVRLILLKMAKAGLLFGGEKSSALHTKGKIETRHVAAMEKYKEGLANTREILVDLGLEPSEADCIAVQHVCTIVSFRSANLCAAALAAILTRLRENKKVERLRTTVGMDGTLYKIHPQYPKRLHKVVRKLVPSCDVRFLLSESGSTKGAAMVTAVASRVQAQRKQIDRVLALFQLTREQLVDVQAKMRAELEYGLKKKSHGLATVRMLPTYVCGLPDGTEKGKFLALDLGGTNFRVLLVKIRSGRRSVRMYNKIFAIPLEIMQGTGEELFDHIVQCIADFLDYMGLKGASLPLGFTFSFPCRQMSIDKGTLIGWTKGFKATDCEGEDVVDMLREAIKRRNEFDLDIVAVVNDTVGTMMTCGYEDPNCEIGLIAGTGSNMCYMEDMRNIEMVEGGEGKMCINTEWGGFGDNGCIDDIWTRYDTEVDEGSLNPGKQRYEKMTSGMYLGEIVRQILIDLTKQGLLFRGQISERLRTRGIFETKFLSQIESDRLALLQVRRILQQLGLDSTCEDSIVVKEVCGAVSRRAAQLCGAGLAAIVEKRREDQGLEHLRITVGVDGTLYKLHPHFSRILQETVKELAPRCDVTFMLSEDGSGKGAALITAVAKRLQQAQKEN
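Assay system: in-house recombinant HK5 (HKDC1) enzyme. Input: HKDC1 at 5 µg/mL. Medium: Tris pH 8.0 buffer with MgCl2, Tween-20, BSA, BME. Dosing: single 20 µM dose. Schedule: 90 min reaction incubation at room temperature, dark. Signal: resazurin-to-resorufin fluorescence via G6PDH and diaphorase coupling, 525/613 nm. Controls: DMSO-enzyme wells negative, buffer-substituted wells positive.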
SENP6 inh: blocks the human protease SENP6; Recombinant SENP6 catalytic domain, aminoluciferin luminescence; inhibition, % at 10 µM; 330,000 tested, 1.8% active;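 active means inhibition above about 50% at the single tested dose, limit read from the data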;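 further: plate controls were DMSO wells with enzyme for no effect and DMSO wells lacking enzyme for full effect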
ATG4B inhibitor: ATG4B (human) cysteine protease inhibition; Q9Y4P1; ATG4B cleavage of LC3-PLA2, NBD-HPC fluorescence, 1 h; inhibition, % at 8.33 µM; 340,000 tested, 0.51% active; AID 504462; in the data active means inhibition above about 40%
MPTP block: inhibitors of mitochondrial permeability transition pore. 360,000 tested, 1.4% active. isolated mouse mitochondria, Ca2+ swelling absorbance, 30 min. inhibition, % at 10 µM;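 active means inhibition of 50% or more, scaled per plate between neutral and stimulator controls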;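 further: 0% = DMSO wells given calcium and 100% = 1 mM EGTA wells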
NR3A LBD binder: NR3A (human) ligand-binding domain modulation; NR3A LBD differential scanning fluorimetry, Tm shift; 0% = protein alone, 100% = glycine-bound protein; 340,000 tested, 2.5% active; Tm shift relative to glycine control, % at 25 µM;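 active means melting temperature shift of at least 10% of the positive control shift, at one fixed dose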
* hit, by the source's call; · = no result given.

The first 3 compounds (preview)
structure	SENP7 block	SENP8 inh	PfG6PD inh	HKDC1 inh	SENP6 inh	ATG4B inhibitor	MPTP block	NR3A LBD binder
CCOC(=O)c1c(NC(=O)C2CCCN2S(=O)(=O)c2cccc3nsnc23)sc(C)c1C (stereo unspecified)	·	18	3	-2	·	3	4.6	-1
CC(=O)N1CC2(C)CN(C(C)=O)CC(C)(C1)C2=O	7	19	6	-3	0	-10	-2.3	0
CCCCCCn1c(C)nc2c(c1=O)c1nc3ccccc3nc1n2/N=C/c1ccco1	-8	-182	-6	-1	3	-8	14	3

Results, from the start:
structure	SENP7 block	SENP8 inh	PfG6PD inh	HKDC1 inh	SENP6 inh	ATG4B inhibitor	MPTP block	NR3A LBD binder
CCOC(=O)c1c(NC(=O)C2CCCN2S(=O)(=O)c2cccc3nsnc23)sc(C)c1C (stereo unspecified)	·	18	3	-2	·	3	4.6	-1
CC(=O)N1CC2(C)CN(C(C)=O)CC(C)(C1)C2=O	7	19	6	-3	0	-10	-2.3	0
CCCCCCn1c(C)nc2c(c1=O)c1nc3ccccc3nc1n2/N=C/c1ccco1	-8	-182	-6	-1	3	-8	14	3
Cc1cc(C)cc(OCC(=O)NNC(=O)c2cc3ccccc3o2)c1	-3	21	-8	-9	-4	0	0.9	-1
Cc1ccc(-n2c(C)cc(C(=O)CN3CCCCC3)c2C)cc1	16	13	20	-10	8	-8	0.5	-2
Cc1cc(C)nc(NS(=O)(=O)c2ccc(NC(=O)C3(c4ccc([N+](=O)[O-])cc4)CCCC3)cc2)n1	-1	2	-7	-5	22	17	1.3	-2
Cc1cc(C)n(-c2ccc(Cl)c(C(=O)OCC(N)=O)n2)n1	5	8	-5	7	3	6	16	-3
Cc1cccc(CSc2ccc(S(=O)(=O)N3CCCC3)cn2)c1	-3	1	6	2	7	5	-0.7	0
O=C(CSc1nc(C2CC2)nc2ccccc12)Nc1ccccc1	-4	16	-7	-5	-26	-8	0.2	2
O=C(CCn1cccn1)Nc1ccc(-c2ccno2)cc1	-13	5	-2	1	-3	-8	1.6	-5
O=C(Nc1ccc2[nH]c(=S)sc2c1)c1ccccc1	52*	-14	29	-8	34	-3	-2.9	21*
O=S1(=O)CCC(NC(=S)Nc2ccc3ccccc3c2)C1 (stereo unspecified)	0	2	1	1	6	-1	8.3	0
Cc1ccc(NC(=O)CSCc2c(C)noc2C)cc1C	-11	40*	-1	-6	-17	-11	-0.5	-3
COc1ccc(-c2csc(N(CCCN(C)C)C(=O)c3ccc(Br)cc3)n2)cc1	-4	18	5	-1	-11	0	8.5	-3
CCN1C(=O)[C@H]2[C@@H](c3ccc(-c4ccc(F)cc4)c(OC)c3)N3CCCC[C@@]3(C(=O)OC)[C@H]2C1=O	4	-36	17	7	0	-3	-1.3	-3
Cc1ccc(S(=O)(=O)N2CCCCC2)cc1C(=O)N(C)CCOc1ccccc1	0	0	3	-6	-6	-6	1.1	2
COc1ccc(NC(=O)CSc2nnc(NC(=O)CN3CCOCC3)s2)cc1	-11	3	-23	1	-8	-1	0.2	-5
CCOC(=O)CN(C(=O)CNC(=O)c1ccco1)C(C(=O)NC1CCCCC1)c1cccc(OC)c1 (stereo unspecified)	0	22	0	-6	-13	-12	-0.8	3
CCc1nnc2sc(-c3ccc(NC(=O)c4ccc5c(c4)OCCO5)cc3)nn12	-3	-426	18	-3	11	-3	0.2	-2
Fc1cccc(Nc2nc(-c3ccncc3)nc3ccccc23)c1	-1	-390	-1	-2	-6	5	85*	-5
CCOC(=O)C1(Cc2ccccc2)CCCN(Cc2ccncc2)C1 (stereo unspecified)	-1	3	11	-2	-6	-7	-2.0	0
CCN1C2=C(C(=O)CCC2)C(c2ccc(O)cc2)C2=C1CCCC2=O	2	-206	16	10	-2	-8	-0.1	-1
COC(=O)c1ccccc1NC(=O)c1cc(OC)cc(OC)c1	0	2	3	1	-2	-10	-0.3	1
CCSc1nnc(NC(=O)CC(C)C)s1	0	3	8	-12	-37	-9	1.0	0
CC(C)=CC(=O)NCc1c(Cl)cccc1-n1cccc1	-8	12	-6	-8	-2	-1	0.0	0
COc1ccccc1/C=C/C(=O)OCC(=O)Nc1ccc2c(c1)OCCO2	2	-118	0	3	-19	7	-0.4	-13
Cc1cccc(/C=C/c2nc3ccccc3c(=O)n2Cc2ccccc2)c1	-11	-33	13	-1	-1	11	1.5	-1
CCc1cc(C(=O)OC)c(NC(=O)c2ccoc2C)s1	5	-228	5	-2	1	-3	0.2	3
CC(Sc1ccc(Cl)cc1)C(=O)Nc1ccc(S(=O)(=O)N2CCOCC2)cc1 (stereo unspecified)	-1	15	2	-1	5	-22	10	-8
CC(=O)c1ccc(S(=O)(=O)Nc2cccc(S(=O)(=O)NC3=NCCC3)c2)cc1	4	15	-25	-4	-3	16	0.2	0
CC(=O)c1c(C)[nH]c(-c2ccccc2)c1C	-3	8	-9	-5	-15	-2	0.1	0
Cc1ccccc1OC(C)C(=O)NCCCN1CCOCC1 (stereo unspecified)	1	4	0	-5	-7	2	-1.1	-1
N/C(=N\OC(=O)CCc1ccccc1)c1ccc(Cl)cc1	3	8	-2	-3	-16	5	1.3	-8
COc1ccc(C(=O)OCC(=O)c2ccc(Cl)s2)c(OC)c1OC	-4	12	2	-4	-12	-3	0.6	0
COc1cc(/C=N/NC(=O)c2ccccc2NS(=O)(=O)c2cccs2)ccc1O	7	-480	-20	0	-5	0	-1.1	0
COc1cccc(CN2CCN(Cc3c(C)nn(C(C)C)c3C)CC2CCO)c1 (stereo unspecified)	-8	24	-9	-11	-4	6	-0.2	-1
CC(OCC(O)CN(C)Cc1nc2ccccc2c(=O)[nH]1)c1ccc(Cl)cc1 (stereo unspecified)	1	22	-2	-10	-16	-3	-2.2	0
Cc1c(C)c2ccc(O[C@@H]3O[C@H](CO)[C@H](O)[C@H](O)[C@H]3O)c(C)c2oc1=O	-2	-166	-21	1	-18	5	-0.4	-1
CCSc1ncc(Cl)c(C(=O)Nc2cc(C)ccc2C)n1	0	19	-17	-7	-10	-3	-1.3	-1
COc1cc2c(cc1OC)C(C1C(=O)CC(C)(C)CC1=O)N(C(=O)CCl)CC2 (stereo unspecified)	5	-249	13	-9	3	-7	-0.5	2

2 compounds drawn at random from those above, as already listed:
structure	SENP7 block	SENP8 inh	PfG6PD inh	HKDC1 inh	SENP6 inh	ATG4B inhibitor	MPTP block	NR3A LBD binder
N/C(=N\OC(=O)CCc1ccccc1)c1ccc(Cl)cc1	3	8	-2	-3	-16	5	1.3	-8
CCSc1ncc(Cl)c(C(=O)Nc2cc(C)ccc2C)n1	0	19	-17	-7	-10	-3	-1.3	-1

(more compounds)
structure	SENP7 block	SENP8 inh	PfG6PD inh	HKDC1 inh	SENP6 inh	ATG4B inhibitor	MPTP block	NR3A LBD binder
O=C(COC(=O)CCCN1C(=O)c2cccc3cccc(c23)C1=O)Nc1cccc(Br)c1	4	-167	-6	16	-1	-2	1.3	-12
COc1ccc(NC(=O)CN(C)C(=O)CN2C(=O)NC3(CCCCC3)C2=O)cc1	4	-1	2	-2	-5	-3	1.0	1
CCC1CCCCN1CCCNC(=O)C1CCCN(c2nn3c(=O)cc(C)nc3s2)C1 (stereo unspecified)	-7	15	3	-1	-8	0	1.4	0
COc1cccc(C(=O)NCCOc2cc(C)cc(C)c2)c1	0	33	-4	-8	0	-1	0.1	1
CCOc1ccccc1N1CCN(c2ncnc3scc(-c4ccc(OC)cc4)c23)CC1	-11	0	8	7	-11	1	2.8	0
CCCCCn1c(=O)[nH]c2cc(C(=O)NCCCN3CCCCC3C)ccc2c1=O (stereo unspecified)	0	-213	1	-2	-48	1	1.3	-1
CCN(c1cccc(C)c1)S(=O)(=O)c1cccc2nsnc12	1	35	13	1	1	4	-0.9	-1
CC(C)Oc1ccc(Cc2cnc(N)nc2N)cc1	4	-1	-7	-1	0	-6	-0.1	-3
CCOC(=O)c1c(NC(=O)c2c(C(=O)O)cccc2[N+](=O)[O-])sc2c1CCCC2	-7	23	29	0	-6	6	-1.0	-2
Cc1cc(C)n2nc(SC(C)C(=O)Nc3ccc(Cl)cn3)nc2n1 (stereo unspecified)	3	4	17	25	15	5	0.8	-1
Cc1ccccc1NC(=O)CSc1nc(N)c2c3c(sc2n1)CSC(C)(C)C3	-9	-331	-3	1	-29	-2	7.5	5
O=C1c2ccccc2NC(c2ccc(-c3ccc(F)cc3)o2)N1O (stereo unspecified)	3	-446	-29	-2	12	6	0.5	-5
NNC(=O)COc1ccc(F)cc1	4	12	2	-9	-4	-8	0.6	-1
CN(CCOC(=O)c1ccco1)Cc1ccccc1	-3	6	15	5	-14	-4	0.0	2
COc1cc(CNCc2ccncc2)cc(OC)c1OC	-13	15	-3	-1	-8	9	2.3	-1
Cc1ccccc1NC(=O)c1nn(C)c(C(=O)Nc2ccccc2C)c1[N+](=O)[O-]	1	20	-5	1	-11	0	-0.1	-1
Nc1nonc1-c1nc2ccccc2n1CCC(=O)O	-3	-7	-12	0	-13	-2	0.7	0
COC(=O)CCN(C(=O)c1ccc2c(c1)OCO2)c1ccccn1	2	14	-9	-2	-1	-8	-1.7	-2
COCCNC(=S)N(CCc1c(C)[nH]c2ccc(F)cc12)Cc1cccs1	-8	3	13	-9	1	-5	1.1	-17
CN(Cc1ccccc1)C(=S)Nc1ccc(OC(F)F)cc1	7	6	7	-3	-15	0	1.0	-2
O=C(CCCCn1c(=O)c2ccccc2n(Cc2ccccc2)c1=O)NC1CCN(Cc2ccccc2)CC1	5	26	-1	-5	9	-3	0.4	-2
CN(Cc1cccs1)C(=O)c1ccc(S(=O)(=O)NCc2ccco2)cc1	-5	22	11	-3	-2	-8	1.5	-1
COc1c(C)cccc1C(=O)Nc1ccc(CN2CCOCC2)cc1	5	14	1	-7	-9	-1	0.6	-1
CC1CCCN(C(=O)C2CCN(CC(C)c3ccccc3)CC2)C1 (stereo unspecified)	-9	11	-13	-10	-8	5	1.7	1
CCCn1ncc(CN2CCC(C(=O)Nc3cccc(-c4cccc(F)c4)c3)CC2)c1C	-3	13	1	-2	-10	-15	0.1	0
CCCNC(=S)N1CCC(Cc2ccccc2)CC1	9	15	-5	-1	2	4	0.0	5
Cc1cccc(NCCC#N)c1	-9	19	-5	-8	2	-14	-1.1	0
COCC(C)n1c(C)cc(C(=O)COC(=O)c2ccc3ncsc3c2)c1C (stereo unspecified)	7	12	4	4	-8	-14	38	2
